High-throughput results deposited in PubChem BioAssay by several laboratories.
Dengue-2 NS5 capping: Dengue-2 NS5 methyltransferase inhibitors, primary screen, biochemical, confirmation dose response (AID 588689) | Dengue-2 NS5 methyltransferase capping enzyme assay, biochemical; higher % means a stronger effect | inhibition, % at 25 µM, or IC50 in µM where a hit was titrated | actives 0.3% (n = 340,000); in the data active means a potency from the dose series
Large T inhibition: SV40 large T antigen inhibitors, biochemical (AID 1903); SV40 large T antigen ATPase/helicase inhibition assay; higher % means a stronger effect; one-dose inhibition, % at 20 µM; IC50 in µM for titrated hits; actives 0.39% (n = 310,000); in the data active means a potency from the dose series; further: strong numbers were not always called active
RSV CPE inhibition: RSV antiviral activity via CPE protection, HEp-2 cells, primary 10 µM value included (AID 2391); HEp-2 cells, RSV-induced CPE inhibition; higher % means a stronger effect; CPE inhibition, % at 10 µM, or IC50 in µM where a hit was titrated; actives 0.13% (n = 310,000); in the data active means a potency from the dose series; further: strong numbers were not always called active
ER stress rescue: rescue of cells from ER stress-induced death, primary screen, 384-well, CSM14.1, thapsigargin, ATP luminescence (AID 1222); 190,000 tested, under 10 active; cellular ATP content (survival), % at 20 µM; hits with a dose series show EC50 in µM; CSM14.1 thapsigargin-induced death rescue, ATP luminescence; higher % means a stronger effect;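 active means EC50 below 50 µM in the dose-response confirmation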;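 further: death triggered by thapsigargin at about 15 µM added after 2 h compound pretreatment; cell ATP read after overnight thapsigargin exposure of roughly 18 to 22 hours; normalized against plate controls of thapsigargin alone and 5% DMSO vehicle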
LYP inhibition: inhibitors of LYP phosphatase, biochemical, fluorescence intensity, uHTS (AID 1779). recombinant LYP phosphatase, fluorescence intensity; higher % means a stronger effect. one-dose inhibition, % at 11.5 µM; IC50 in µM for titrated hits. actives 0.054% (n = 290,000); in the data active means inhibition above about 50%;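 further: plate controls were vehicle with enzyme for no effect and no enzyme for full effect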
GPR35 antagonists: inhibition of zaprinast-stimulated GPR35 beta-arrestin translocation – imaging, U2OS, beta-arrestin-GFP, zaprinast agonist, primary screen (AID 2058); inhibition, % at 10 µM, or IC50 in µM where a hit was titrated; actives 0.052% (n = 290,000); U2OS GPR35 beta-arrestin-GFP translocation imaging, zaprinast antagonism; higher % means a stronger effect;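 active means inhibition of at least 50% with at least 30 cells and total cytoplasm GFP at most 10,000,000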
MgcRacGAP inhibition: MgcRacGAP GTPase-activating activity inhibitors, confirmation, biochemical, ADP Hunter fluorescence; actives 0.6% (n = 340,000); inhibition, % at 30 µM, or IC50 in µM where a hit was titrated; MgcRacGAP-stimulated Rac1 GTP hydrolysis, ADP Hunter fluorescence; higher % means a stronger effect; GST-tagged Rac1 F28L mutant substrate;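 active means first-screen hits whose inhibition reached a set limit at any dose in the follow-up dose series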;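 further: fluorescence reports GDP produced by GAP-driven GTP hydrolysis; strong numbers were not always called active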
Salmonella PhoP GFP: inhibitors of PhoP regulon expression, primary screen, Salmonella Typhimurium, GFP reporter (AID 1863). S. Typhimurium PhoP-regulated promoter GFP reporter, 4 h; higher % means a stronger effect. actives 0.16% (n = 300,000). inhibition, % at 50 µM, or IC50 in µM where a hit was titrated;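 active means inhibition over 29.93%, a cutoff 3 SD above the screen mean, later confirmed by dose response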;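 further: 0% = low Mg2+ inducing control and 100% = high Mg2+ repressing control; strong numbers were not always called active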
West Nile virus CPE: West Nile virus antiviral activity, cell-based, CPE readout (AID 1621) | one-dose CPE inhibition, % at 10 µM; IC50 in µM for titrated hits | actives 0.02% (n = 290,000) | West Nile virus-infected cells, CPE inhibition; higher % means a stronger effect; in the data active means a potency from the dose series; further: strong numbers were not always called active
An asterisk follows results filed as active.

`O=C(NCCN1CCOCC1)N1c2ccccc2Sc2ccccc21` gave Dengue-2 NS5 capping -5%, Large T inhibition 20%, RSV CPE inhibition 1.1%, ER stress rescue -1.2%, LYP inhibition -3%, GPR35 antagonists -3%, MgcRacGAP inhibition 8%, Salmonella PhoP GFP 1% and West Nile virus CPE -0.4%.
For Cc1nn2c(C)nc3sc4c(c3c2nc1=O)CC(C)(C)OC4 the results were Dengue-2 NS5 capping -2%, Large T inhibition 22%, RSV CPE inhibition 0.5%, ER stress rescue -0.6%, LYP inhibition 0%, GPR35 antagonists 8%, MgcRacGAP inhibition 4%, Salmonella PhoP GFP -4% and West Nile virus CPE -0.6%.
For Cc1ccc(N2C(=O)N(CC(=O)c3cc(C)ccc3C)C(=O)C2C)cc1 (stereo not drawn) the results were Dengue-2 NS5 capping -5%, Large T inhibition 11%, RSV CPE inhibition 5.0%, ER stress rescue -1.5%, LYP inhibition -2%, GPR35 antagonists -6%, MgcRacGAP inhibition 5%, Salmonella PhoP GFP -13% and West Nile virus CPE -0.7%.
`COc1ccc(Br)cc1C1SCCN1S(C)(=O)=O` (stereo not drawn) gave Dengue-2 NS5 capping -3%, Large T inhibition 10%, RSV CPE inhibition 1.8%, ER stress rescue -0.8%, LYP inhibition 1%, GPR35 antagonists -13%, MgcRacGAP inhibition 0%, Salmonella PhoP GFP 3% and West Nile virus CPE 0.2%.
CC(C)(C)c1ccc(/C=C/C(=O)N2CCN(c3ncccn3)CC2)cc1 was read as Dengue-2 NS5 capping -1%, Large T inhibition 5%, RSV CPE inhibition 13%, ER stress rescue -0.1%, LYP inhibition 0%, GPR35 antagonists 4%, MgcRacGAP inhibition 0%, Salmonella PhoP GFP -14% and West Nile virus CPE -0.7%.
`O=C(Cc1ccccc1)Nc1ccc2c(c1)C(=O)N(CC1CCCO1)C2=O` (stereo not drawn) gave Dengue-2 NS5 capping -12%, Large T inhibition -1%, RSV CPE inhibition 1.7%, ER stress rescue -0.5%, LYP inhibition 6%, GPR35 antagonists 3%, MgcRacGAP inhibition 6%, Salmonella PhoP GFP 8% and West Nile virus CPE 0.9%.
Screening O=C(COc1cc2oc(=O)c3c(c2cc1Cl)CCC3)N1C[C@H]2C[C@@H](C1)c1cccc(=O)n1C2 returned Dengue-2 NS5 capping -1%, Large T inhibition 3%, RSV CPE inhibition 0.3%, LYP inhibition -6%, GPR35 antagonists -10%, MgcRacGAP inhibition 7%, Salmonella PhoP GFP -1% and West Nile virus CPE -0.3%.
CCn1c(-c2nn(C)c(C)c2Cl)n[nH]c1=S was read as Dengue-2 NS5 capping -12%, Large T inhibition 17%, RSV CPE inhibition -0.9%, ER stress rescue -0.3%, LYP inhibition -3%, GPR35 antagonists 0%, MgcRacGAP inhibition 8%, Salmonella PhoP GFP -1% and West Nile virus CPE 0.8%.
`O=C(Nc1ccc(C(O)(C(F)(F)F)C(F)(F)F)cc1)c1ccc(Cl)c([N+](=O)[O-])c1` gave Dengue-2 NS5 capping -5%, Large T inhibition 12%, RSV CPE inhibition -1.9%, ER stress rescue -2.0%, LYP inhibition 3%, GPR35 antagonists 27%, MgcRacGAP inhibition 6%, Salmonella PhoP GFP 5% and West Nile virus CPE 3.3%.
COc1ccc(N2CCN(/C(=N\S(=O)(=O)c3ccccc3)Nc3nc(C)cc(C)n3)CC2)cc1 was read as Dengue-2 NS5 capping 5%, Large T inhibition 34%, RSV CPE inhibition 0.2%, ER stress rescue 1.3%, LYP inhibition -6%, GPR35 antagonists 6%, MgcRacGAP inhibition 12%, Salmonella PhoP GFP 8% and West Nile virus CPE -0.4%.
O=S(=O)(NCc1ccccc1)NCc1ccc(Cl)cc1Cl was read as Dengue-2 NS5 capping 3%, Large T inhibition 6%, RSV CPE inhibition -0.2%, LYP inhibition -7%, GPR35 antagonists 29%, MgcRacGAP inhibition 8%, Salmonella PhoP GFP -2% and West Nile virus CPE -0.8%.
`COc1ccc(C2Sc3nncn3N2Cc2ccc(C#N)cc2)cc1` (stereo not drawn) gave Dengue-2 NS5 capping -4%, Large T inhibition 13%, RSV CPE inhibition -0.7%, ER stress rescue -0.1%, LYP inhibition -5%, GPR35 antagonists 15%, MgcRacGAP inhibition 11%, Salmonella PhoP GFP 12% and West Nile virus CPE 0.1%.
Screening CCC(CC)NC(=O)COC(=O)c1ccc(OCC(=O)Nc2ccccc2OC)c(OC)c1 returned Dengue-2 NS5 capping 4%, Large T inhibition 14%, RSV CPE inhibition 4.0%, ER stress rescue -2.6%, LYP inhibition -7%, GPR35 antagonists -3%, MgcRacGAP inhibition 6%, Salmonella PhoP GFP 29% and West Nile virus CPE 0.3%.
Screening CCCCCCCOc1ccc(OC(=O)c2cccnc2)cc1 returned Dengue-2 NS5 capping -6%, Large T inhibition 13%, RSV CPE inhibition 2.1%, ER stress rescue -0.1%, LYP inhibition -4%, GPR35 antagonists 0%, MgcRacGAP inhibition 10%, Salmonella PhoP GFP -7% and West Nile virus CPE 1.6%.
CCCc1nc2c(c(=O)c3ccccc3n2C)c(=O)n1-c1ccc(F)cc1 was read as Dengue-2 NS5 capping -3%, Large T inhibition 5%, RSV CPE inhibition 9.1%, ER stress rescue -2.3%, LYP inhibition -5%, GPR35 antagonists 4%, MgcRacGAP inhibition 9%, Salmonella PhoP GFP -10% and West Nile virus CPE -0.2%.
Screening COC(=O)N/N=C(\C)c1cccs1 returned Dengue-2 NS5 capping 6%, Large T inhibition 3%, RSV CPE inhibition 2.8%, LYP inhibition -6%, GPR35 antagonists 0%, MgcRacGAP inhibition 0%, Salmonella PhoP GFP -10% and West Nile virus CPE 0.4%.
Screening CCN(c1cccc(C)c1)S(=O)(=O)c1cc2c3c(c1)CCN3C(=O)CC2 returned Dengue-2 NS5 capping -4%, Large T inhibition 7%, RSV CPE inhibition 5.9%, MgcRacGAP inhibition 1% and Salmonella PhoP GFP 4%.
For O=C(CSCc1ccc([N+](=O)[O-])cc1)N/N=C/c1ccncc1 the results were Dengue-2 NS5 capping -5%, Large T inhibition 1%, RSV CPE inhibition 0.3%, LYP inhibition -5%, GPR35 antagonists 5%, MgcRacGAP inhibition 8%, Salmonella PhoP GFP -1% and West Nile virus CPE 0.6%.
For CCSC(=Nc1ccccc1)Nc1ccccc1 the results were Dengue-2 NS5 capping -4%, Large T inhibition -2%, RSV CPE inhibition 1.1%, ER stress rescue 2.6%, LYP inhibition -3%, GPR35 antagonists 0%, MgcRacGAP inhibition 2%, Salmonella PhoP GFP 2% and West Nile virus CPE 0.4%.
`COc1cccc(CC2(CO)CCCN(Cc3ccccc3Cl)C2)c1` (stereo not drawn) gave Dengue-2 NS5 capping -10%, Large T inhibition 7%, RSV CPE inhibition 14%, LYP inhibition -1%, GPR35 antagonists 12%, MgcRacGAP inhibition 4%, Salmonella PhoP GFP -2% and West Nile virus CPE 0.4%.
CCOC(=O)CNC(=O)C12CC3CC(CC(C3)C1)C2 was read as Dengue-2 NS5 capping -8%, Large T inhibition 9%, RSV CPE inhibition 1.8%, ER stress rescue -1.1%, LYP inhibition -6%, GPR35 antagonists -1%, MgcRacGAP inhibition 2%, Salmonella PhoP GFP 2% and West Nile virus CPE 0.4%.
For Cc1cccc(C)c1NC(=O)C(NC=O)c1ccc(Cl)cc1 (stereo not drawn) the results were Dengue-2 NS5 capping 2%, Large T inhibition 15%, RSV CPE inhibition 0.7%, ER stress rescue -1.5%, LYP inhibition 5%, GPR35 antagonists 11%, MgcRacGAP inhibition 12%, Salmonella PhoP GFP -7% and West Nile virus CPE 0.1%.
Screening O=C(CN(C(=O)CNC(=O)c1ccco1)c1cccc(F)c1)NC1CCCCC1 returned Dengue-2 NS5 capping -6%, Large T inhibition 1%, RSV CPE inhibition 0.7%, LYP inhibition -4%, GPR35 antagonists -5%, MgcRacGAP inhibition 5%, Salmonella PhoP GFP 11% and West Nile virus CPE -0.7%.
Screening COc1ccc(C(C)=O)cc1CSCCC(=O)O returned Dengue-2 NS5 capping -2%, Large T inhibition 4%, RSV CPE inhibition 3.5%, ER stress rescue 0.0%, LYP inhibition 1%, GPR35 antagonists -4%, MgcRacGAP inhibition 6%, Salmonella PhoP GFP -5% and West Nile virus CPE 1.5%.
CCNC(=S)NCc1ccco1 was read as Dengue-2 NS5 capping -10%, Large T inhibition 2%, RSV CPE inhibition 0.1%, ER stress rescue -1.2%, LYP inhibition -12%, GPR35 antagonists -10%, MgcRacGAP inhibition 6%, Salmonella PhoP GFP 25% and West Nile virus CPE -0.3%.
Oc1ccc2ccccc2c1/C=N/Nc1ccccc1 was read as Dengue-2 NS5 capping 15%, Large T inhibition 11%, RSV CPE inhibition 14%, ER stress rescue 0.9%, LYP inhibition 0%, GPR35 antagonists 5%, MgcRacGAP inhibition 20%, Salmonella PhoP GFP -2% and West Nile virus CPE 0.3%.
COC(=O)c1ccc(NC(=O)C2CCN(S(C)(=O)=O)CC2)cc1 was read as Dengue-2 NS5 capping 2%, Large T inhibition 13%, RSV CPE inhibition -0.3%, ER stress rescue -2.0%, LYP inhibition -10%, GPR35 antagonists -12%, MgcRacGAP inhibition 2%, Salmonella PhoP GFP -1% and West Nile virus CPE -0.7%.
Screening CCCCC(=O)NC(Nc1ccc(C)cn1)(C(=O)OCC)C(F)(F)F (stereo not drawn) returned Dengue-2 NS5 capping -2%, Large T inhibition 0%, RSV CPE inhibition 2.6%, ER stress rescue -2.8%, LYP inhibition -7%, GPR35 antagonists 8%, MgcRacGAP inhibition 13%, Salmonella PhoP GFP -4% and West Nile virus CPE 0.2%.
O=C(CP(=O)(c1ccccc1)c1ccccc1)Nn1cnnc1 was read as Dengue-2 NS5 capping -1%, Large T inhibition -12%, RSV CPE inhibition 3.1%, ER stress rescue -3.1%, LYP inhibition -14%, GPR35 antagonists 15%, MgcRacGAP inhibition 2%, Salmonella PhoP GFP 20% and West Nile virus CPE 0.1%.
For Cc1cccc(N2CCN(CC(=O)Nc3ccccc3[N+](=O)[O-])CC2)c1C the results were Dengue-2 NS5 capping -7%, Large T inhibition 8%, RSV CPE inhibition 22%, ER stress rescue 3.6%, LYP inhibition -4%, GPR35 antagonists 13%, MgcRacGAP inhibition -4%, Salmonella PhoP GFP 0% and West Nile virus CPE -1.3%.
COc1cc(OC)cc(C(=O)N[C@H](C(=O)Nc2ccc(S(=O)(=O)N(C)C)cc2)C(C)C)c1 was read as Dengue-2 NS5 capping -11%, Large T inhibition 6%, RSV CPE inhibition -1.2%, ER stress rescue -2.0%, LYP inhibition -2%, GPR35 antagonists -6%, MgcRacGAP inhibition -2%, Salmonella PhoP GFP -10% and West Nile virus CPE -1.1%.
Screening Cc1cccc2cc(CN(C(=S)NCC(C)C)C3CCCC3)c(=O)[nH]c12 returned Dengue-2 NS5 capping -1%, Large T inhibition 31%, RSV CPE inhibition 3.9%, ER stress rescue 0.4%, LYP inhibition 2%, GPR35 antagonists -7%, MgcRacGAP inhibition 11%, Salmonella PhoP GFP 1% and West Nile virus CPE -0.8%.
